# Pin1 inhibitor = human Pin1 inhibition; Q13526; Potency, µM (titrated, usually from 115 µM), without a hit: at the highest dose activity, negative = inhibition, most hits filed as inhibitors; AID 504891; hit rate 0.009% among 390,000; Pin1 FP peptide displacement, HiFluor488, 10 min; active means well fitted inhibition curve with a large enough effect in the polarisation, with a control signal flat, not every such curve was filed as active; inconclusive means small, poorly fitted or top-dose-only effect, or effect the other way, or a change in a side signal; inactive means no such curve, though single readings can be large or run the other way; the % refers to the polarisation; further: potency means the concentration at half of the fitted maximal effect; on the % scale 0 is the no-effect control and ±100 the full control effect
# Target sequence (Q13526 whole entry, looked up): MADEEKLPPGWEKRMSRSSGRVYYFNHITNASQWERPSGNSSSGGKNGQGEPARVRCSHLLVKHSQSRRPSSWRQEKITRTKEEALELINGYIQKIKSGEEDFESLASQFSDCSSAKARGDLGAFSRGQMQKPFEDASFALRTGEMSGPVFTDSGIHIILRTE
# USP1 inh = inhibitors of human USP1/UAF1 deubiquitinase; O94782; recombinant USP1/UAF1, Ub-Rhodamine cleavage fluorescence; Potency, µM (series often up to 57.1 µM), inactives show at the highest dose activity change, negative = inhibition, actives largely listed as inhibitors; hit rate 0.23% among 390,000; AID 743255; further: potency means the concentration at half of the fitted maximal effect; on the % scale 0 is the no-effect control and ±100 the full control effect; nearly all actives have a fitted effect of over 60% in size; inactives centre near -12
#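 USP1/UAF1 complex at 1 nM was preincubated with compound for 15 min at room temperature, then Ub-Rho substrate (150nM final) was added. Fluorescence (480/540 nm) was read kinetically, 6 reads every 60 seconds.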
# mIDH1 inhibitor = blocks human mutant IDH1 R132H enzyme; IDH1-R132H enzyme, NADPH consumption, diaphorase/resazurin fluorescence; Potency, µM (series often up to 76.6 µM), without a hit: at the top dose activity change, negative = inhibition, actives largely listed as inhibitors; hit rate 0.093% among 390,000; AID 602179; further: potency means the concentration at half of the fitted maximal effect; on the % scale 0 is the no-effect control and ±100 the full control effect; nearly all actives have a fitted effect of over 65% in size
# Target sequence (O75874 whole entry R132H, stated change not applied): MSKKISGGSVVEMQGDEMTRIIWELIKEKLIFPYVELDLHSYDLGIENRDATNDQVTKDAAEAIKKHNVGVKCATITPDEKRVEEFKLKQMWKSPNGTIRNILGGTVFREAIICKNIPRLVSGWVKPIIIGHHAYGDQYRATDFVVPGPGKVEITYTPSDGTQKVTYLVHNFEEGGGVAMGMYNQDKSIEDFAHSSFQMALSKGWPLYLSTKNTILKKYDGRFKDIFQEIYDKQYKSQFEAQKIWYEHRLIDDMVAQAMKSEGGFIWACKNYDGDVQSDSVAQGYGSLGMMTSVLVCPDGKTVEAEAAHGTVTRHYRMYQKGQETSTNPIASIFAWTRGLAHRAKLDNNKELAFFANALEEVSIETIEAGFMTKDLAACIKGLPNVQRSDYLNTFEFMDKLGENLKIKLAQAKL
#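 IDH1-R132H (0.5 ug/mL dispensed) in pH 7.5 Tris buffer was preincubated 30 min with compound, then given a substrate mix of 0.016 mM NADPH and 2 mM alpha-KG for 80 min at room temperature; remaining NADPH was read by diaphorase/resazurin fluorescence.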
# TrxR1 substrate = substrates of rat thioredoxin reductase 1 | O89049 | purified TrxR1 substrate turnover, NADPH consumption readout | Potency, µM (highest dose often 114 µM), inactives show at the highest dose activity change, negative = substrate turnover | hit rate 0.01% among 390,000 | AID 588456; further: potency means the concentration at half of the fitted maximal effect; on the % scale 0 is the no-effect control and ±100 the full control effect; nearly all actives have a fitted effect of over 50% in size
#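 Rat TrxR1, dispensed at 90 nM, was prereduced with 400 uM NADPH (final) for 5 min at ~22 deg C, then incubated with compound 15 min before 400 uM selenite. A first-read NADPH fluorescence drop versus no-compound background flagged substrates.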
# GLS inhibitor = inhibitors of human glutaminase (GLS) | O94925 | GLS enzymatic activity, qHTS titration | Potency, µM (series often up to 45.5 µM), for inactives: top-dose activity change, negative = inhibition, actives largely listed as inhibitors | hit rate 0.21% among 410,000; further: potency means the concentration at half of the fitted maximal effect; on the % scale 0 is the no-effect control and ±100 the full control effect
#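 hKGA; 45 mM KH2PO4 pH 8.2 + 0.02% Tween-20; cpd via pin tool; 1 mM Gln soln; GluOx/HRP/Amplex Red; RT 30 min; fluor. t0 & final.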
# TrxR1 inh = rat TrxR1 inhibition. recombinant rTrxR1, NADPH fluorescence consumption, selenite substrate. Potency, µM (titrated, usually from 114 µM), for inactives: top-dose activity change, negative = inhibition, actives largely listed as inhibitors. hit rate 1% among 390,000. AID 588453; further: potency means the concentration at half of the fitted maximal effect; on the % scale 0 is the no-effect control and ±100 the full control effect; nearly all actives have a fitted effect of over 65% in size
#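 Rat TrxR1 (90 nM in the dispensed reagent) was pre-reduced with 400 uM NADPH for 5 min at room temperature, then incubated with compound for 15 min. After 400 uM selenite was added, NADPH fluorescence (Ex 340/Em 450 nm) was followed for 8 min.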
# PI4K2A block = PI4K2A (human) kinase inhibition. hit rate 0.13% among 420,000. AID 1346378. purified PI4K2A, ADP-Glo luminescence, 1 h; stronger effect = lower value. activity change, negative = inhibition, % at 76.9 µM. Q9BTU6; in the data active means activity change below about -50%; inconclusive means mostly about -30% to -49%;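 further: -100% = wells without enzyme as full effect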
#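 PI4K2A activity was measured by ADP-Glo luminescence: enzyme (4 ug/mL stock) and phosphatidylinositol (1.2 mM stock) in Tris pH 7.5/MgCl2/EGTA/Triton X-100 buffer were reacted with ATP (300 microM stock) for one hour at ambient temperature.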
# Tb PGK inh = T. brucei PGK inhibition; PGK/GAPDH coupled, Kinase-Glo luminescence, 60 min; Potency, µM (series often up to 57.5 µM), for the others: at the highest dose activity change, negative = inhibition, actives largely listed as inhibitors; hit rate 0.043% among 380,000; further: potency means the concentration at half of the fitted maximal effect; on the % scale 0 is the no-effect control and ±100 the full control effect; nearly all actives have a fitted effect of over 60% in size
#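 Luminescent ATP detection (Kinase-Glo Plus) follows a 60-minute room-temperature incubation, with wells lacking PGK as controls. Buffer: 100 mM TEA (pH 7.6), 5 mM MgCl2, 0.01% Tween-20. Coupling enzyme GAPDH (100 nM final) supplies unstable 1,3-BPG in-well.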
# HP1b binding inh = blocks HP1-beta chromodomain binding to methylated histone tails. P83916. Potency, µM (top dose mostly 114 µM), inactives show top-dose activity change, negative = inhibition, actives largely listed as inhibitors. AlphaScreen HP1-beta / biotin-H3K9me3 peptide binding. AID 540317. hit rate 0.56% among 390,000; further: potency means the concentration at half of the fitted maximal effect; nearly all actives have a fitted effect of over 70% in size; inactives centre near 23
# Target sequence (P83916 whole entry, looked up): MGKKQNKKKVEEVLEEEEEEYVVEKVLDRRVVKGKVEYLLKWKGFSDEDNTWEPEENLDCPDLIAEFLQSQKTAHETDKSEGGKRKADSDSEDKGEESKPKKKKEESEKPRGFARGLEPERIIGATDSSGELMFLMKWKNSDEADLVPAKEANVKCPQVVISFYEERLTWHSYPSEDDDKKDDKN
#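 AlphaScreen: HP1-beta (50 nM) preformed 30 min with biotin-H3(1-18)K9me3 peptide (50 nM) in PBS pH 7.4, 0.01% Tween-20. Compound added for 30 min at RT, then streptavidin donor/nickel chelate acceptor beads (10 ug/mL) for 30 min.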
# * marks the source's active call; other numbers are inactive results; i = inactive; ? = inconclusive; nt = no result given; & = joins results of further samples; [ ] = remark or other dose. Unless noted, the call rests on the fitted dose curve; in most records, active means well fitted curve in the direction sought with a large enough effect; inconclusive means small, poorly fitted or top-dose-only effect, or another doubt; inactive means no such curve, though single readings can be large; an effect the other way counts as inactive or inconclusive. The list is partial, so the mix of outcomes need not match the whole.
TrxR1 inh	TrxR1 substrate	Pin1 inhibitor	USP1 inh	PI4K2A block	GLS inhibitor	HP1b binding inh	mIDH1 inhibitor	Tb PGK inh	structure
2%	0%	?	2%	-7	8%	21%	1%	-12%	O=C(O)CCCC(=O)N1CC(=O)Nc2ccccc21
-10%	7%[57.1 µM]	-1%	-13%	6	20%	5%	14%	6%	O=C(CCC(=O)N(CC(=O)NC1CCCCC1)c1ccc2c(c1)OCO2)Nc1ccccn1
5%	-5%	1%	-13%	2	-12%	25%	0%	-4%	Cc1cccc(C(=O)Nc2cccc(C(=O)NC3CCCC3)c2)c1
8%	4%	11%	-19%	5	11%	28%	2%	10%	NS(=O)(=O)c1ccc(CNc2ncnc3sccc23)cc1
21%	0%	61%[activator]	-27%	-5	-14%	23%	-12%	6%	COc1ccc(Cl)cc1NC(=O)CN1C(=O)CSc2ccc(S(=O)(=O)N3CCCC3)cc21
-38%	-11%	-19%	-18%	-16	?	45µM*	-4%	-6%	CCOc1cc(/C=C2\N=C(SC)SC2=O)cc([N+](=O)[O-])c1OC(C)=O
10%	-7%[2.29 µM]	?	0%	-6	-2%	144%[activator]	2%	0%	CCCC1C(=O)N(c2ccccc2)C1c1ccccc1 (centres undefined)
10%	4%	-4%	-26%	0	4%	6%	6%	-9%	CCOc1ccc2ccccc2c1/C=N/NC(=O)c1cc(C)[nH]n1
2%[57.1 µM]	5%[57.1 µM]	2%	-21%	-2	0%	18%	7%	-2%	COc1ccccc1N1CCN(S(=O)(=O)c2cc3c(cc2C)NC(=O)CO3)CC1
32%	-5%	0%	?	4	-7%	14%	-12%	i	Cc1cc(C)cc(N2CC(c3nnc(NC(=O)c4ccco4)s3)CC2=O)c1 (centres undefined)
8%[57.1 µM]	2%[57.1 µM]	-1%	-21%	3	0%	13%	0%	-1%	CC(C)Nc1nc2nonc2nc1Nc1ccccc1
?	-8%	-1%	-17%	0	1%	33%[activator]	-5%	-5%	CC(=O)Nc1ccc(S(=O)(=O)Nc2nc3ccccc3nc2Nc2ccccc2)cc1
-14%	14%	5%	?	-1	23%	28%	3%	i	O=C(CNC(=O)OCc1ccccc1)Oc1cc2oc(=O)cc(-c3ccccc3)c2cc1Cl
29%	12%	-8%	-8%	-3	-10%	18%	0%	-6%[11.5 µM]	COc1cc(NC(=O)c2csc3c2CCCC3)ncn1
-10%	8%[57.1 µM]	-1%	6%	4	3%	11%	-8%	nt	COc1ccc(NC(=O)/C=C/C(=O)O)cc1Cl
1%[57.1 µM]	1%[57.1 µM]	9%	?	4	0%	53%	7%	0%	Cc1c(Cl)ccc2sc(N3CCN(C(=O)CS(=O)(=O)c4ccccc4)CC3)nc12
-13%	-2%	2%	-16%	-1	34%[activator]	8%	-2%	-5%	CCN(C(=O)CN1CCN(c2ccccc2)CC1)c1c(N)n(Cc2ccccc2)c(=O)[nH]c1=O
17%	1%	12%	-14%	4	1%	26%	3%	-9%	CC(CCc1ccco1)NC(=O)CCc1nnc2ccc(NCc3ccccc3)nn12 (centres undefined)
-1%[57.1 µM]	8%[57.1 µM]	-2%	-16%	-3	-7%	47%[activator]	2%	-8%	CCc1cccc2c(=O)c(C(=O)N3CCCCCC3)c[nH]c12
26%	6%	1%	?	-5	-2%	40%[activator]	4%	9%	O=c1c2ccccc2n(Cc2c(F)cccc2Cl)c(=O)n1CCc1ccccc1
14%	33%[activator]	2%	-5%	-4	2%	14%	0%	-2%	COc1ccc(-c2oc3ncnc(N)c3c2-c2ccccc2)cc1
10%	0%	-12%	-25%	0	-9%	31%	nt	nt	CCOc1ccc(C2CC(=O)N(c3cccc(F)c3)C3=C2C(=O)OC3)cc1 (centres undefined)
31%	6%	7%	-19%	0	0%	54%[activator]	?	nt	C=CCN1C(=O)C(Cc2cccc(Cl)c2)SC1=Nc1ccc(C(=O)O)cc1 (centres undefined)
21%[57.1 µM]	30%[57.1 µM]	-3%	-24%	-4	-11%	0%	7%	7%	CCN(CC)c1nn2c(=O)c(C(=O)NCCc3ccccc3C)cnc2s1
9%[57.1 µM]	-5%[57.1 µM]	0%	2%	4	-13%	17%	-1%	0%	CC(Cl)C(=O)c1c[nH]c2ccccc12 (centres undefined)
13%&13%	3%&3%	-12%&-3%	-8%&-3%	-2&-2	8%&10%	?	-6%&-1%	-5%&1%	Cc1ccc(OCC(O)CN2CCN(Cc3ccc4c(c3)OCO4)CC2)c(C)c1 (centres undefined)
-6%	-7%	-6%	-11%	-1	-1%	27%	-4%	-8%	COc1ccccc1CNC(=O)Cn1cnnn1
16%	4%	-13%	-3%	1	1%	24%	-4%	12%	CC1c2nc3ccccc3n2C(CC(=O)NCCCN2CCOCC2)C(=O)N1Cc1ccccc1 (centres undefined)
-15%	-16%	0%	0%	-1	-5%	20%	4%	-8%	CCC(c1nnnn1C(C)(C)CC)N(CCCO)Cc1cc2cccc(C)c2[nH]c1=O (centres undefined)
13%	1%	4%	-21%	-1	9%	-2%[57 µM]	5%	-7%	CNc1nc(C)c(C(C)(C)C)s1

# Printed as active in HP1b binding inh, among the entries above:
TrxR1 inh	TrxR1 substrate	Pin1 inhibitor	USP1 inh	PI4K2A block	GLS inhibitor	HP1b binding inh	mIDH1 inhibitor	Tb PGK inh	structure
-38%	-11%	-19%	-18%	-16	?	45µM*	-4%	-6%	CCOc1cc(/C=C2\N=C(SC)SC2=O)cc([N+](=O)[O-])c1OC(C)=O

# (cont.)
TrxR1 inh	TrxR1 substrate	Pin1 inhibitor	USP1 inh	PI4K2A block	GLS inhibitor	HP1b binding inh	mIDH1 inhibitor	Tb PGK inh	structure
15%	-2%	-2%	-12%	4	3%	11%	-10%	-6%	CCN(CC)C1CCN(C(=O)c2cc(COc3ccccc3SC)on2)C1 (centres undefined)
7%	9%	-1%	-1%	1	0%	-15%	-6%	-2%	CCOc1ccc2nc(SCC(=O)NCC3CCCO3)c(C#N)cc2c1 (centres undefined)
8%	1%	?	-17%	1	0%	52%[activator]	5%	-1%	COc1cc2c3c(c1OC)C1(C=CC(=O)C=C1)CC3N(C(C)=O)CC2 (centres undefined)
-10%	4%	0%	-9%	30	28%	28%	-2%	4%	CC(C)(C)C(=O)Oc1cc(N)n(S(=O)(=O)c2ccc(F)cc2)n1
-13%	-5%	3%	-10%	2	0%	33%[activator]	1%	-3%	COC(=O)COc1ccc(S(=O)(=O)N2CCN(c3ccccc3F)CC2)cc1C
18%[57.1 µM]	-3%[57.1 µM]	0%	-17%	0	6%	26%	4%	-4%	COc1cc2c(cc1OC)C(c1ccc(O)cc1)NCC2 (centres undefined)
7%	-3%	-3%	-7%	2	9%	40%[activator]	17%	7%	O=C(NCCCCc1ccccc1)c1cccc(NC(=O)C2CCC2)c1
25%	3%	0%	nt	nt	nt	12%	nt	nt	O=C(Nc1nnc(Cc2ccccc2)s1)C1CCN(C(=O)c2cccs2)CC1
21%	0%	2%	-11%	-3	-4%	41%[activator]	-10%	-5%	Cc1ccc(NC(=O)C2CCCCC2C(=O)O)cc1C (centres undefined)
-7%	2%	0%	-15%	-8	13%	0%	7%	i	S=C(NCc1cccc(Cl)c1)NCc1ccco1
2%[57.1 µM]	4%[57.1 µM]	-3%	-23%	5	-3%	75%[activator]	15%	-6%	O=c1oc2ccccc2n1Cc1ccccc1Cl
?	4%	4%	-10%	-4	0%	15%	-9%	i	Cc1ccc(CN2CCC(Oc3cccc(C(=O)NCc4cccnc4)c3)CC2)o1
17%	-1%[57.1 µM]	1%	-2%	-1	-3%	20%	0%	i	CN1CCN(C(=O)C2=C[C@@H](C3CCCCC3)C[C@@H](OCc3ccc(CO)cc3)O2)CC1
12%	8%	47%[activator]	-15%	2	6%	22%	2%	5%	COc1ccc(-c2csc3ncnc(N4CCN(c5ccccc5Cl)CC4)c23)cc1
33%	9%	-9%	-17%	-4	-7%	61%[activator]	2%	i	CCOC(=O)NC(=O)CSc1ccc(S(=O)(=O)N2CCCCC2)cn1
-12%	-8%	-12%	-7%	-2	5%	?	5%	i	CCN1CCN(C(C)C(=O)Nc2c(C)n(C)n(-c3ccccc3)c2=O)CC1 (centres undefined)
-10%	-4%	4%	-16%	1	0%	2%	12%	-15%	CCCn1c(NC(=O)c2ccco2)nc2ccccc21
12%[57.1 µM]	-5%[57.1 µM]	?	-15%	-2	2%	?	-5%	-12%	Cc1ccc(-c2cc(C(=O)Nc3ccc(S(=O)(=O)Nc4onc(C)c4C)cc3)c3ccccc3n2)cc1
8%	13%	-1%	-11%	-1	8%	27%	-3%	-2%	CCC(C)NC(=O)CN1c2cccc3cccc(c23)S1(=O)=O (centres undefined)
-5%[57.1 µM]	6%	1%	?	2	?	10µM*	-9%	-9%	CC1=NN(c2ccccc2)C(=O)/C1=C\C=C\c1ccccc1
-3%	-2%	4%	-18%	-4	1%	8%	-4%	-9%	COc1cc(CNCc2c(C(=O)O)c(C)n(Cc3cccc(Cl)c3)c2C)cc(OC)c1OC
12%	-2%	-1%	-18%	0	-9%	23%	0%	-8%	COC(=O)c1ccccc1NC(=O)NN1CCN(C)CC1
-16%	-12%	1%	-16%	1	0%	-26%	7%	-1%	O=C(Nc1nc2ccccc2s1)c1ccc(N2CCCCC2)c([N+](=O)[O-])c1

# Assay outcomes: PubChem BioAssay, National Center for Advancing Translational Sciences (NCATS)
